RSV antiviral HEp-2: RSV antiviral activity via CPE protection, HEp-2 cells, primary 10 µM value included (AID 2391). 310,000 tested, 0.13% active. CPE inhibition, % at 10 µM, or IC50 in µM where a hit was titrated. HEp-2 cells, RSV-induced CPE inhibition; higher % means a stronger effect; in the data active = a potency from the dose series; inconclusive = CPE inhibition mostly from about 23% at the one dose, without a potency; inactive = the rest, 99 in 100 with CPE inhibition below about 21%; also: strong numbers were not always called active
SV40 large T antigen: SV40 large T antigen inhibitors, biochemical (AID 1903); SV40 large T antigen ATPase/helicase inhibition assay; higher % means a stronger effect; inhibition, % at 20 µM, or IC50 in µM where a hit was titrated; 310,000 tested, 0.39% active; in the data active = a potency from the dose series; inconclusive = inhibition mostly from about 32% at the one dose, without a potency; inactive = the rest, 99 in 100 with inhibition below about 32%; also: strong numbers were not always called active
Salmonella PhoP GFP: inhibitors of PhoP regulon expression, primary screen, Salmonella Typhimurium, GFP reporter (AID 1863) | S. Typhimurium PhoP-regulated promoter GFP reporter, 4 h; higher % means a stronger effect | inhibition, % at 50 µM, or IC50 in µM where a hit was titrated | 300,000 tested, 0.16% active;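 active = inhibition over 29.93%, a cutoff 3 SD above the screen mean, later confirmed by dose response; inconclusive = inhibition over 29.93% but no dose response follow-up; inactive = inhibition at most 29.93% or unconfirmed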;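 also: 0% = low Mg2+ inducing control and 100% = high Mg2+ repressing control; strong numbers were not always called active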
NS5 inhibitors: Dengue-2 NS5 methyltransferase inhibitors, primary screen, biochemical, confirmation dose response (AID 588689) | 340,000 tested, 0.3% active | Genome polyprotein (Dengue virus type 2 (strain 16681-PDK53)) | one-dose inhibition, % at 25 µM; IC50 in µM for titrated hits | Dengue-2 NS5 methyltransferase capping enzyme assay, biochemical; higher % means a stronger effect; in the data active = a potency from the dose series; inconclusive = inhibition above about 29% without an active follow-up result
GPR55 antagonists: GPR55 antagonists blocking LPI-driven arrestin recruitment, primary screen, imaging, U2OS, beta-arrestin-GFP, LPI agonist (AID 2013); U2OS GPR55 beta-arrestin-GFP translocation imaging, LPI antagonism; higher % means a stronger effect; one-dose inhibition, % at 10 µM; IC50 in µM for titrated hits; 290,000 tested, 0.13% active;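 active = spots per cell inhibited over 60%, with over 100 cells counted and total cytoplasm intensity under 500,000; inconclusive = wells with under 100 cells, flagged as likely toxic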;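 also: U2OS cells stably carrying GPR55 and arrestin-GFP stimulated by 5 µM LPI near EC80; imaged beta-arrestin-GFP aggregate spots per cell after agonist stimulation; plate controls were LPI-stimulated DMSO wells for no effect and DMSO wells without LPI for full effect; some results filed as inactive read as strong as hits; confirmed hits need IC50 under 10 µM and bright autofluorescent wells are also inconclusive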
Rac1 GTP hydrolysis: MgcRacGAP GTPase-activating activity inhibitors, confirmation, biochemical, ADP Hunter fluorescence. MgcRacGAP-stimulated Rac1 GTP hydrolysis, ADP Hunter fluorescence; higher % means a stronger effect; GST-tagged Rac1 F28L mutant substrate. inhibition, % at 30 µM; hits with a dose series show IC50 in µM. 340,000 tested, 0.6% active. AID 624330, 2012;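 active = first-screen hits whose inhibition reached a set limit at any dose in the follow-up dose series; inconclusive = inhibition above the set first-screen limit but never retested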;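 also: fluorescence reports GDP produced by GAP-driven GTP hydrolysis; strong numbers were not always called active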
GPR35 antagonists: GPR35 antagonists blocking zaprinast-driven arrestin recruitment, primary screen, imaging, U2OS, beta-arrestin-GFP, zaprinast agonist (AID 2058); U2OS GPR35 beta-arrestin-GFP translocation imaging, zaprinast antagonism; higher % means a stronger effect; 290,000 tested, 0.052% active; inhibition, % at 10 µM, or IC50 in µM where a hit was titrated;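 active = inhibition of at least 50% with at least 30 cells and total cytoplasm GFP at most 10,000,000; inconclusive = under 30 cells or total GFP of 10,000,000 plus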
K1F lysis inhibition: inhibition of K1F phage lysis, E. coli UTI89, bacterial capsule biogenesis inhibitors, alamar blue (AID 488966); inhibition, % at 100 µM, or IC50 in µM where a hit was titrated; 340,000 tested, 0.02% active; E. coli UTI89 K1F phage lysis, alamar blue, 2 h; higher % means a stronger effect;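 active = phage lysis inhibition, versus mean bacterial control, above a set limit; inconclusive = no clear call, values can overlap the other calls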;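 also: capsule biogenesis inhibitors block K1F phage lysis so surviving cells raise fluorescence; higher fluorescence means more inhibition of phage lysis; actives were called in the ten point dose series up to 300 µM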
HIV peptide binding: inhibitors of HIV fusion peptide binding, primary screen, biochemical, uHTS, fluorescence dequenching (AID 1986); cell-free peptide binding, fluorescence dequenching, 30 min; higher % means a stronger effect; inhibition, % at 20 µM; hits with a dose series show IC50 in µM; 290,000 tested, 0.3% active; in the data active = inhibition mostly above about 52%, no sharp cut-off; inactive = mostly below about 76%; also: some results filed as inactive read as strong as hits
Starred values were filed as active, the others as inactive; u = inconclusive; x = not tested or not shown; [ ] = another dose, or the depositor's remark.

SMILES	RSV antiviral HEp-2	SV40 large T antigen	Salmonella PhoP GFP	NS5 inhibitors	GPR55 antagonists	Rac1 GTP hydrolysis	GPR35 antagonists	K1F lysis inhibition	HIV peptide binding
C=CCN1C(=O)S/C(=C\c2ccc(N3CCOCC3)cc2C)C1=O	3.0%	9.7%	-17.6%	-4.0%	-0.8%	2.4%	-9.1%	0.7%	-3.8%
CC(=O)Cn1ncc(N2CCOCC2)c(Cl)c1=O	0.6%	16.6%	2.8%	-9.1%	10.6%	1.4%	-4.0%	0.4%	1.4%
COC(=O)c1ccc(S(=O)(=O)N2CCCC2)o1	1.6%	6.0%	-0.9%	0.0%	17.1%	6.0%	1.9%	-0.2%	2.0%
Cn1c(SCCN2CCCC2)nnc1C1CCN(S(=O)(=O)c2cccc(F)c2)CC1	-0.8%	-3.4%	1.5%	-5.3%	-4.1%	6.5%	5.7%	0.6%	-0.6%
CCC(=O)N1CCC2(CC1)Oc1ccc(F)cc1C(=O)C21CC(c2cccnc2)=NO1 (centres undefined)	4.5%	7.5%	1.9%	-3.3%	1.9%	-18.4%	-10.9%	-0.3%	-1.5%
COc1ccccc1NC(=O)Cn1nnc(-c2ccccc2NC(=O)c2cc3ccccc3oc2=O)n1	0.1%	2.7%	-5.6%	-0.7%	3.5%	-3.9%	10.2%	2.0%	-0.4%
COc1cc(NC(=O)Cc2nn(C)c(=O)c3ccccc23)cc(OC)c1	1.8%	5.6%	-1.0%	4.7%	-5.6%	1.4%	-2.6%	1.1%	0.8%
O=C(Nc1ccc(OCC(F)(F)C(F)F)c(C(F)(F)F)c1)c1ccccc1	u	x	x	4.8%	x	7.4%	x	-0.2%	x
CCOC(=O)C1=C(C)N(C)C(C)=C(C(=O)OCC)C1c1ccsc1	4.7%	8.9%	-2.8%	0.7%	1.7%	5.2%	-4.6%	0.0%	-1.2%
O=C(NCc1ccccc1)C1CCCN(S(=O)(=O)c2cccc3nsnc23)C1 (centres undefined)	2.0%	11.5%	0.1%	1.8%	-5.9%	10.6%	1.2%	0.2%	0.0%
COc1ccccc1S(=O)(=O)Nc1ccc(-c2nnc3n2CCCCC3)cc1	0.1%	-4.5%	-3.2%	8.9%	-6.5%	1.4%	-5.7%	0.1%	-1.9%
CC(C)(C)c1ccc(OCCC(=O)Nc2cccc(S(=O)(=O)N3CCCC3)c2)cc1	3.5%	1.3%	5.0%	-4.4%	x	5.7%	x	0.0%[50 µM]	x
Nc1ccc(C(=O)N(CCO)CCO)cc1	-0.5%	-2.3%	-0.9%	2.2%	-0.7%	2.7%	-5.4%	-0.8%	0.3%
COC(=O)C1=C(C)Nc2nnnn2C1c1ccco1 (centres undefined)	-0.3%	1.9%	-11.0%	-2.1%	0.2%	-5.6%	3.7%	1.2%	-1.9%
CCn1cc([C@@H]2C[C@H]3CN(Cc4cccc(Cl)c4)C(=O)[C@]34CCCN24)cn1	0.0%	3.8%	12.3%	x	2.6%	x	-11.6%	x	0.8%

Individual results from above.
SV40 large T antigen, Cn1c(SCCN2CCCC2)nnc1C1CCN(S(=O)(=O)c2cccc(F)c2)CC1 → -3.4%
K1F lysis inhibition, COc1cc(NC(=O)Cc2nn(C)c(=O)c3ccccc23)cc(OC)c1 → 1.1%

The list continues:
SMILES	RSV antiviral HEp-2	SV40 large T antigen	Salmonella PhoP GFP	NS5 inhibitors	GPR55 antagonists	Rac1 GTP hydrolysis	GPR35 antagonists	K1F lysis inhibition	HIV peptide binding
c1ccc(-c2cn3c(n2)CCC3)cc1	0.9%	4.4%	13.8%	0.7%	-3.7%	7.6%	5.8%	3.2%[50 µM]	0.7%
CC(Cc1ccccc1)N/C=C1/CC(=O)NC1=O (centres undefined)	0.9%	2.4%	6.3%	-0.7%	-10.1%	0.2%	11.6%	2.2%	-1.0%
CCOc1ccc(C(C(=O)NCC2CCCO2)N(C(=O)c2snc(C(N)=O)c2N)c2ccccc2F)cc1 (centres undefined)	0.7%	4.8%	-0.7%	-1.6%	3.1%	6.7%	-2.6%	0.0%	-1.4%
CCCCCCSc1cccc(-c2nc3ccc(C)cn3c2NCc2ccccc2)c1	-2.9%	-28.6%	x	-5.6%	x	7.6%	x	1.6%	x
COc1ccc(/C=C(\C#N)C(=O)NC2CCS(=O)(=O)C2)cc1OC (centres undefined)	0.1%	31.2%	-4.0%	-4.8%	13.9%	6.8%	13.5%	2.2%[50 µM]	-0.6%
COc1ccc(N(C)S(=O)(=O)c2ccc3c(c2)oc(=O)n3C)cc1	3.3%	-2.1%	3.3%	-1.3%	8.5%	4.3%	-3.1%	0.3%	-0.3%
ClC(Cl)(Cl)c1nc(N/N=C/c2ccncc2)c2ccccc2n1	2.5%	4.8%	2.4%	x	-0.3%	5.5%	-3.6%	0.1%	-0.1%
Cc1ccc2nc(N3CCN(C=O)CC3)nc(-c3ccccc3)c2c1	7.2%	17.0%	5.6%	-3.5%	9.4%	6.2%	-8.3%	0.1%	0.6%
Cc1ccc(O)c(C(=O)c2cc(C#N)c3nc4ccccc4n3c2)c1	0.3%	8.4%	-11.2%	-3.7%	2.4%	9.6%	8.9%	-0.3%	49.8%
Cn1c(=O)c2c(ncn2CC(=O)Nc2ccc(Cl)cc2Cl)n(C)c1=O	1.1%	11.1%	0.1%	-0.8%	13.2%	8.0%	14.6%	4.1%	0.6%
CN(c1ccc(C(=O)NCCC2=CCCCC2)cc1)S(C)(=O)=O	3.0%	11.6%	-0.5%	2.1%	1.2%	4.4%	-2.5%	0.5%	0.4%
CCCc1cc(=O)n2[nH]c(-c3ccc(Cl)cc3)cc2n1	2.0%	7.9%	-2.9%	x	-8.1%	21.1%	15.2%	-0.8%	2.5%
O=C1C=C(c2ccc(F)cc2OCc2ccccc2)C[C@@H](c2ccc(F)cc2)C1	0.1%	x	x	8.8%	x	-4.4%	x	-0.5%	x
O=C(Nc1nnc(CCc2ccccc2)s1)c1ccccc1F	1.7%	8.4%	-9.3%	0.0%	-6.4%	8.3%	-14.0%	-1.6%	1.7%
CN(C(=O)COC(=O)c1cccnc1Nc1cccc(C(F)(F)F)c1)C1CCS(=O)(=O)C1 (centres undefined)	3.7%	12.9%	0.7%	2.2%	15.5%	-7.0%	-8.0%	2.2%	1.2%

4 compounds from above, sorted by their value in SV40 large T antigen, falling:
canonical_smiles	SV40 large T antigen
Cc1ccc2nc(N3CCN(C=O)CC3)nc(-c3ccccc3)c2c1	17.0%
CN(c1ccc(C(=O)NCCC2=CCCCC2)cc1)S(C)(=O)=O	11.6%
CCCc1cc(=O)n2[nH]c(-c3ccc(Cl)cc3)cc2n1	7.9%
COc1ccc(N(C)S(=O)(=O)c2ccc3c(c2)oc(=O)n3C)cc1	-2.1%

The list continues:
SMILES	RSV antiviral HEp-2	SV40 large T antigen	Salmonella PhoP GFP	NS5 inhibitors	GPR55 antagonists	Rac1 GTP hydrolysis	GPR35 antagonists	K1F lysis inhibition	HIV peptide binding
Cc1cccc(-n2cc(CN3CCN(C(=O)c4ncn[nH]4)CC3)c(-c3cccc(F)c3)n2)c1	9.6%	17.1%	-3.2%	-2.2%	23.1%	-1.9%	17.6%	0.1%	0.2%
COc1ccc(-c2[nH]ncc2/C=C(\C#N)C(=O)NC2CC2)cc1	-0.1%	25.1%	32.8%	5.8%	-9.6%	-1.0%	-2.6%	0.0%	1.2%
CSCCC(NC(=O)COc1ccccc1)C(=O)OCCOc1ccc(Br)cc1 (centres undefined)	1.2%	5.3%	-2.5%	-11.5%	x	-3.8%	x	-0.7%[50 µM]	x
COc1ccc(OC)c(/C=C/C(=O)N(C)CC(=O)Nc2cc(C)ccc2C)c1	2.5%	1.2%	-13.2%	1.9%	-4.8%	1.1%	-10.0%	0.6%[50 µM]	2.4%
COc1cc(/C=N/NC(=O)c2cccnc2)ccc1OCC(=O)N1CCOCC1	0.6%	0.1%	0.1%	-5.5%	7.0%	16.8%	-2.2%	2.1%	-0.7%
Cc1cc(N2CCN(S(=O)(=O)Cc3ccccc3)CC2)n2ncnc2n1	0.6%	0.5%	-1.3%	-5.6%	5.7%	8.1%	6.4%	3.9%	2.3%
CC1CCN(C(=O)CCNS(=O)(=O)c2ccc(Br)cc2)CC1	0.0%	x	x	-7.3%	x	7.6%	x	1.9%	x
COc1ccc(CC(=O)Nc2nccs2)cc1OC	2.4%	8.9%	3.0%	2.2%	-9.4%	6.6%	-7.8%	1.6%[50 µM]	5.2%
Clc1ccc(-c2nnc3n2CCCS3)cc1	1.0%	7.8%	-9.1%	1.6%	24.5%	7.2%	-10.9%	0.2%	-0.9%
Cc1ccc(NC(=O)C2CC(=O)n3c(nc4ccccc43)N2)cc1Cl (centres undefined)	-0.7%	14.5%	-7.6%	3.8%	-4.9%	5.1%	-5.3%	0.4%	1.7%
Nc1nc(-c2cccnc2)nn1C(=O)c1ccc(Cl)cc1	x	25.1%	6.0%	-2.3%	-6.7%	-10.3%	-5.0%	-0.9%	-1.8%
O=C(CSc1nc(C(F)(F)F)cc(=O)[nH]1)Nc1cccc2ccccc12	2.1%	15.2%	5.3%	-6.7%	x	3.7%	x	-0.1%[50 µM]	x
Cc1ccc(NC(=O)CSc2nnc(CNC(=O)c3cccs3)o2)c(C)c1	1.7%	10.4%	-0.8%	2.7%	-7.2%	-3.2%	-2.6%	0.3%	0.6%
O=C(CN1C(=O)NC2(CCCC2)C1=O)OCc1ccc(Cl)c(Cl)c1	-0.7%	-0.3%	11.1%	-1.4%	x	-0.7%	x	0.5%[50 µM]	x
CS(=O)(=O)N1CCC(C(=O)Nc2ccc(Cl)cc2)CC1	1.4%	-7.9%	-4.0%	-11.1%	3.3%	5.0%	-9.9%	-1.1%	-0.6%
O=C(Nc1ccccc1F)c1ccc(OCc2ccccc2)cc1	11.9%	8.6%	-1.8%	-1.5%	13.1%	6.3%	-2.6%	4.8%	1.9%
CC(NC(=O)c1ccccc1NS(C)(=O)=O)c1ccccc1 (centres undefined)	0.4%	9.2%	3.1%	-6.9%	-2.8%	2.1%	7.9%	0.9%	2.3%
COc1ccc(CCNC(=O)CSc2ccc3nnc(CCNC(=O)c4ccc(C)cc4)n3n2)cc1OC	2.0%	19.0%	3.9%	-5.2%	68.7%	7.9%	6.4%	1.3%[50 µM]	-0.5%

From PubChem BioAssay
